# PKM2 act – activators of human pyruvate kinase M2. Potency, µM (titrated, usually from 57.5 µM), inactives show at the top dose activation, hits mostly activators. AID 1631. purified PKM2, Kinase-Glo ATP luminescence, activation; response scale: 0% is enzyme alone, no compound. 260,000 compounds, 0.34% hits. P14618; active = well fitted activation curve with a large enough effect; inconclusive = small, poorly fitted or top-dose-only effect; inactive = no such curve, though single readings can be large or run the other way; also: potency is read from the fitted curve at half-maximal effect; % is scaled to controls: 0 for no effect and ±100 for the full control effect; nearly all actives have a fitted effect of over 55% in size
#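 Purified hPK-M2 (>95% pure) converted ADP (0.1 mM final) to ATP with 0.5 mM PEP in 50 mM imidazole pH7.2, KCl, MgCl2, Tween 20, BSA; 1 h at room temperature. ATP detected by Kinase-Glo luminescence.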
# FBPA coupling cs – coupling enzyme interference in Giardia aldolase counter-screen; 290,000 compounds, 0.67% hits; coupling enzyme system counterscreen, AmpLite Red fluorescence; activity change, negative = inhibition, % at 58.2 µM, hits read low; in the data active = activity change below about -30%; also: % is scaled to controls: 0 for no effect and ±100 for the full control effect
#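 Counterscreen of the coupled detection system alone, without aldolase: glyceraldehyde-3-phosphate coupling enzymes plus AmpLite Red readout. Compounds at 57.5 uM final, 10 min RT preincubation, 20 min RT reaction, fluorescence 525/598 nm.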
# Menin MLL FP TR – menin-MLL binding inhibition, Texas Red mutant peptide; Menin + Texas Red MLL mutant peptide, fluorescence polarization; Potency, µM (top dose mostly 61.6 µM), for the others: at the top dose FP activity change, negative = inhibition, usual class: inhibitors; 270,000 compounds, 0.23% hits; AID 1768; active = well fitted inhibition curve with a large enough effect in the polarisation, with a control signal flat, not every such curve was filed as active; inconclusive = small, poorly fitted or top-dose-only effect, or effect the other way, or a change in a side signal; inactive = no such curve, though single readings can be large or run the other way; the % refers to the polarisation; also: potency is read from the fitted curve at half-maximal effect; % of control where 0% means no effect; many of its hits are not listed in these tables
# Target sequence (O00255 whole entry, looked up): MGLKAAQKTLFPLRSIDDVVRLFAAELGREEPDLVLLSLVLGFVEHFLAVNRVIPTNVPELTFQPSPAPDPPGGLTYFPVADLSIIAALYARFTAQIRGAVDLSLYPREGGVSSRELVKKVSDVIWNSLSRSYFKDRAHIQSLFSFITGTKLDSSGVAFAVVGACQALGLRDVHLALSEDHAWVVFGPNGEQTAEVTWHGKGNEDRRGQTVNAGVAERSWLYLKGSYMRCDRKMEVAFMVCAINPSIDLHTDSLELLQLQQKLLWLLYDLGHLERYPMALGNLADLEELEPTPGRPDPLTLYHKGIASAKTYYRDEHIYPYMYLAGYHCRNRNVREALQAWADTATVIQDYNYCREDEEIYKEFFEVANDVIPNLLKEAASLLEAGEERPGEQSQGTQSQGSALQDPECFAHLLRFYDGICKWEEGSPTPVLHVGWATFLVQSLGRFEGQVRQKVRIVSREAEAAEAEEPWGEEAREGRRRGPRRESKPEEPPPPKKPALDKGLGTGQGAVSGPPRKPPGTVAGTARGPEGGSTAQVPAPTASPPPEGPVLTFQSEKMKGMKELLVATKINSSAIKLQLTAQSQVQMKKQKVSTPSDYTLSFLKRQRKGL
# * = called active by the depositor; ? = inconclusive; [ ] = remark or other dose. Only part of the results is shown. The share of hits here may be higher or lower than overall.
no.	mol	PKM2 act	FBPA coupling cs	Menin MLL FP TR
1	C=CCN1c2ccccc2[C@]23C[C@@H](C(=O)OC)N(S(=O)(=O)CCCC)C2=NC(C(=O)OC)=C(C(=O)OC)[C@H]13	-2.8%[11.5 µM]	2.5	-18.6%[11.7 µM]
2	COC(=O)[C@@]1(Cc2ccc(OC)cc2)[C@H]2c3cc(C(=O)N(C)C)n(Cc4ccsc4Br)c3C[C@H]2CN1C(=O)c1ccccc1	0.4%	0.1	1.0%
3	CCCCC1=CC2=CC(=O)C(C)(OC(=O)CC)C(=O)C2=CN1c1ccncc1 (centres undefined)	-3.0%[11.5 µM]	1.5	-2.7%[11.7 µM]
4	C=CCN1c2ccccc2[C@]23C[C@@H](C(=O)OC)N(S(=O)(=O)c4ccc(C(F)(F)F)cc4)C2=NC(C(=O)OC)=C(C(=O)OC)[C@H]13	-6.4%[11.5 µM]	-0.8	-16.0%[11.7 µM]
5	COC(=O)[C@@]1(Cc2ccc(F)cc2)[C@H]2c3cc(C(=O)N4CCCC4)n(Cc4cc(C)n(C)n4)c3C[C@H]2CN1C(=O)c1ccccc1	2.0%	5.1	-19.4%
6	COC(=O)[C@@]1(Cc2ccccc2)[C@H]2c3cc(C(=O)N(C)C)n(Cc4c(CO)[nH]cc(C)c4=O)c3C[C@H]2CN1C(=O)c1ccccc1	-2.0%	-1.0	3.6%
7	CC(=O)N[C@@H](c1ccccc1)[C@]1(C)C[C@H]1[C@@H](C)C(=O)Nc1ccc2ccccc2c1	-13.2%	-1.2	8.1%
8	C[C@@H](C(=O)Nc1ccc2ccccc2c1)[C@H]1C[C@]1(C)[C@H](NS(=O)(=O)c1ccc2ccccc2c1)c1ccccc1	0.6%	0.8	?
9	CCCn1c(C)nc2c(N3CCCN(Cc4ccccc4)CC3)nc(C)nc21	1.0%	0.1	-14.8%
10	O=C(O)c1sccc1S(=O)(=O)Nc1ccccc1N1CCCCC1	-3.7%	13.6	?
11	CCC/C=C(\CCC)C(NC(=O)c1ccco1)c1ccc(C(=O)OC)cc1 (centres undefined)	2.3%	-0.2	?
12	CCC(CC)(CC(=O)Nc1cccc(/C=C/c2nc(C3CCC3)cs2)c1)C(=O)O	-9.6%	-1.3	?
13	COc1cccc(CC(=O)N2CCc3nc(-c4ccccc4)c4c(c3C2)CO[C@@H](C)C4)c1	-6.8%[11.5 µM]	0.1	-6.2%[11.7 µM]
14	COC(=O)CC1c2ccccc2C(Cc2ccc(OC)cc2)C(C)N1C(=O)OC (centres undefined)	-5.7%[11.5 µM]	0.1	-21.3%[11.7 µM]
15	O=C(O)c1ccc(NS(=O)(=O)c2ccsc2C(=O)O)cc1	-6.2%	6.4	-3.7%
16	C=CCNC(=O)c1cc([N+](=O)[O-])cc2c(=O)[nH]c(Nc3ccc(Cl)c(Cl)c3)nc12	1.2%	-1.0	?
17	CC(C)NC(=O)[C@@H]1C[C@H]1[C@@H](NC(=O)OCc1ccccc1)c1ccccc1	-0.7%	-4.9	-9.3%
18	COC(=O)C(C(C)=O)C1c2ccccc2C=C(C)N1C(=O)OC (centres undefined)	-4.7%[11.5 µM]	-2.2	-0.7%[11.7 µM]
19	C[C@@H](C(=O)NCc1ccc(C(F)(F)F)nc1)[C@H]1C[C@]1(C)[C@H](NC(=O)OCc1ccccc1)c1ccccc1	-14.1%	-2.1	0.8%
20	COC(=O)[C@H]1C[C@@H]1[C@H](NC(=O)c1cc(C)nn1C)c1ccccc1	-3.9%	-0.1	-3.0%
21	CNC(=O)C1(C)C=CCN1C(=O)OC (centres undefined)	-1.3%	3.4	9.5%
22	COc1ccc(-c2nc3c(c4c2C[C@H](c2ccccc2)OC4)CN(C(=O)NCCc2c[nH]c4ccccc24)CC3)c(C)c1	-3.3%[11.5 µM]	1.5	-3.5%[11.7 µM]
23	CNC(=O)[C@@H](Cc1ccccc1)N(C)C(=O)[C@@H](Cc1ccc2ccccc2c1)N(C)C(=O)/C=C/CC(C)(C)N	-2.5%	0.5	-13.4%
24	CCCn1c(C)nc2c(NC(C)CCCN(CC)CC)nc(C)nc21 (centres undefined)	-0.9%	1.8	3.3%
25	BrC1C(Br)C(Br)C(Br)C(Br)C1Br (centres undefined)	-15.1%	-9.4	-26.5%
26	C=CC1=C2C=C(C3CC3)N(CCOC)C=C2C(=O)C(C)(OC(=O)c2ccco2)C1=O (centres undefined)	-8.1%[11.5 µM]	-29.1	1.8%[11.7 µM]
27	CCC1=C2CC[C@H]3C(=O)NC(=O)[C@H]3[C@H]2[C@@]2(C)C(=O)N(CC3CC3)C(=O)N2C1=O	-12.2%	-3.9	11.6%
28	COC(=O)[C@@H]1C[C@H]2CC[C@H](O)C[C@H]2N1Cc1ccc(N2CCOCC2)cc1	-2.5%	-3.5	1.9%
29	COC(=O)c1ccc(C(/C=C/[C@@H](C)C(=O)N(C)C)NC(=O)OCc2ccccc2)cc1 (some centres undefined)	-2.2%	-2.3	-10.4%
30	Cc1ccc(CNC(=O)[C@H](C)[C@@H]2C[C@@]2(C)[C@@H](NC(=O)OCc2ccccc2)c2ccccc2)o1	20.6%	2.5	-12.5%
31	C[C@H]1Cc2c(COc3ccccc3)nc3c(c2CO1)CN(C(=O)C1CCCCC1)CC3	1.2%[11.5 µM]	-0.6	-16.5%[11.7 µM]
32	COC(=O)[C@@]1(Cc2ccc(OC)cc2)[C@H]2c3cc(C(=O)N(C)C)n(Cc4ccc(Cl)c(C(F)(F)F)c4)c3C[C@H]2CN1C(=O)c1ccccc1	-2.6%	-0.8	0.8%
33	O=C(N[C@@H](c1ccccc1)[C@@H]1C[C@H]1C(=O)NCc1ccccc1)OCc1ccccc1	-2.3%	3.3	-25.8%
34	COC(=O)N1C(/C=C/c2ccc3c(c2)OCO3)=Cc2ccccc2C1CC(C)=O (centres undefined)	-4.1%[11.5 µM]	-4.3	-21.2%[11.7 µM]
35	COC(=O)CNC(=O)C1(CC(C)C)C=CCN1C(=O)c1ccccc1 (centres undefined)	-12.5%	-0.7	-4.3%
36	COC(=O)C1=C(C(=O)OC)[C@@H]2N(C)c3ccccc3[C@@]23C[C@@H](C(=O)OC)N(S(=O)(=O)c2ccc(Br)cc2)C3=N1	-0.5%[11.5 µM]	-0.4	-11.8%[11.7 µM]

# Another view of 11 compounds above:
# Results follow in this order: PKM2 act | FBPA coupling cs | Menin MLL FP TR
26) C=CC1=C2C=C(C3CC3)N(CCOC)C=C2C(=O)C(C)(OC(=O)c2ccco2)C1=O (centres undefined)
→ -8.1%[11.5 µM] | -29.1 | 1.8%[11.7 µM]
27) CCC1=C2CC[C@H]3C(=O)NC(=O)[C@H]3[C@H]2[C@@]2(C)C(=O)N(CC3CC3)C(=O)N2C1=O
→ -12.2% | -3.9 | 11.6%
28) COC(=O)[C@@H]1C[C@H]2CC[C@H](O)C[C@H]2N1Cc1ccc(N2CCOCC2)cc1
→ -2.5% | -3.5 | 1.9%
29) COC(=O)c1ccc(C(/C=C/[C@@H](C)C(=O)N(C)C)NC(=O)OCc2ccccc2)cc1 (some centres undefined)
→ -2.2% | -2.3 | -10.4%
30) Cc1ccc(CNC(=O)[C@H](C)[C@@H]2C[C@@]2(C)[C@@H](NC(=O)OCc2ccccc2)c2ccccc2)o1
→ 20.6% | 2.5 | -12.5%
31) C[C@H]1Cc2c(COc3ccccc3)nc3c(c2CO1)CN(C(=O)C1CCCCC1)CC3
→ 1.2%[11.5 µM] | -0.6 | -16.5%[11.7 µM]
32) COC(=O)[C@@]1(Cc2ccc(OC)cc2)[C@H]2c3cc(C(=O)N(C)C)n(Cc4ccc(Cl)c(C(F)(F)F)c4)c3C[C@H]2CN1C(=O)c1ccccc1
→ -2.6% | -0.8 | 0.8%
33) O=C(N[C@@H](c1ccccc1)[C@@H]1C[C@H]1C(=O)NCc1ccccc1)OCc1ccccc1
→ -2.3% | 3.3 | -25.8%
34) COC(=O)N1C(/C=C/c2ccc3c(c2)OCO3)=Cc2ccccc2C1CC(C)=O (centres undefined)
→ -4.1%[11.5 µM] | -4.3 | -21.2%[11.7 µM]
35) COC(=O)CNC(=O)C1(CC(C)C)C=CCN1C(=O)c1ccccc1 (centres undefined)
→ -12.5% | -0.7 | -4.3%
36) COC(=O)C1=C(C(=O)OC)[C@@H]2N(C)c3ccccc3[C@@]23C[C@@H](C(=O)OC)N(S(=O)(=O)c2ccc(Br)cc2)C3=N1
→ -0.5%[11.5 µM] | -0.4 | -11.8%[11.7 µM]

# (continued)
no.	mol	PKM2 act	FBPA coupling cs	Menin MLL FP TR
37	CC(=O)N1C2(C=CC1(C)C(=O)NCc1ccccn1)CCCCC2 (centres undefined)	-6.1%	-1.9	-27.8%
38	COC(=O)C1CC1C(NC(=O)[C@H]1CCCCN1)c1ccccc1 (some centres undefined)	-1.3%	1.4	0.7%
39	CCC1=C(OC(=O)N(CC)CC)N2C(=O)OC(=NCCOC)[C@]2(C)[C@H]2C1=CC[C@H]1C(=O)N(C)C(=O)[C@H]12	-3.6%	0.5	3.5%
40	CCN1C(=O)[C@@H]2[C@H](C1=O)[C@@H]1C[C@H]3C(=O)N(CC)C(=O)[C@H]3[C@@H]3C1=C(C(=O)N1C(=O)O/C(=N\CC4CC4)[C@]31C)[C@@H]2C	-3.7%	8.4	2.3%
41	COC(=O)C1=C(C(=O)OC)[C@@H]2N(Cc3ccccc3)c3ccccc3[C@@]23C[C@@H](C(=O)OC)N(S(=O)(=O)c2ccc(C#N)cc2)C3=N1	-8.3%[11.5 µM]	-2.3	6.4%[11.7 µM]
42	FC(F)(F)c1ccc(CN2C[C@@H]3C(c4ccc(C(F)(F)F)cc4)C4(c5ccccc5)CC3(C4)[C@H]2c2ccccc2)cc1 (some centres undefined)	-1.5%	-1.9	6.9%
43	COC(=O)C1=C(C(=O)OC)[C@@H]2N(C)c3ccccc3[C@@]23C[C@@H](CO)N(C(=O)c2ccco2)C3=N1	-2.9%[11.5 µM]	0.6	5.4%[11.7 µM]
44	O=C(O)c1ccc(NS(=O)(=O)c2ccsc2C(=O)O)c(O)c1	-5.5%	2.0	15.3%
45	COC(=O)[C@@]1(Cc2ccc(F)cc2)[C@H]2c3cc(C(=O)N(C)C)n(Cc4cccc5ccccc45)c3C[C@H]2CN1C(=O)c1ccccc1	0.8%	0.4	0.9%
46	COC(=O)c1ccc(C(NC(=O)OCc2ccccc2)/C(=C/[C@@H](C)C(=O)NC2CCCCC2)c2cccnc2)cc1 (some centres undefined)	-5.0%	-3.2	-8.3%
47	CC1(C)C(=O)C(c2ccccc2)=C2CN3C(=O)N(CCc4ccccc4)C(=O)C3(Cc3ccc(C(F)(F)F)cc3)C=C21 (centres undefined)	0.3%	-0.9	10.6%
48	CCCC[C@@H]1C[C@H]1[C@@H](NP(=O)(c1ccccc1)c1ccccc1)c1ccccc1OC	6.2%	4.6	-15.4%
49	COC(=O)c1ccc(C(NC(=O)OCc2ccccc2)/C(C)=C/[C@@H](C)C(=O)NCc2nc3ccccc3s2)cc1 (some centres undefined)	0.1%	0.2	-9.3%
50	CCCn1c(C)nc2c(NCCN3CCCC3)nc(C)nc21	-5.4%	4.5	-7.6%
51	COC(=O)[C@@]1(Cc2ccccc2)[C@H]2c3cc(C(=O)N4CCCC4)n(CCN4CNCC4=O)c3C[C@H]2CN1C(=O)c1ccccc1	-0.1%	3.3	0.5%
52	CCN1CCCC1Cn1c(-c2ccccc2)nc2c(NCCOC)nc(C)nc21 (centres undefined)	-6.8%	0.0	-4.2%
53	CCC/C=C(\CCC)C(NS(=O)(=O)c1ccccc1)c1ccc(C(F)(F)F)cc1 (centres undefined)	8.7%	-6.8	0.4%
54	CCOC(=O)NC[C@H](Cc1ccc(OCCc2nc(-c3ccccc3)oc2C)cc1)N/C(C)=C\C(=O)c1ccc(C(F)(F)F)cc1	-9.3%	-2.6	-4.3%
55	C[C@@H](C(=O)NCc1cccc2ccccc12)[C@H]1C[C@]1(C)[C@H](NC(=O)OCc1ccccc1)c1ccccc1	1.0%	-0.1	2.2%
56	Cc1nc(N2CCOCC2)c2nc(-c3ccccc3)n(CCN3CCOCC3)c2n1	-1.0%	2.0	-1.2%
57	CCOC(=O)CN1C(=O)N[C@@H](c2ccccc2)[C@H](C(=O)OC)[C@H]1C	-7.1%[11.5 µM]	-0.9	-6.6%[11.7 µM]
58	CCCCS(=O)(=O)N1CCc2nc(-c3ccc(OC)cc3C)c3c(c2C1)CO[C@@H](c1ccccc1)C3	-5.3%[11.5 µM]	3.2	-3.0%[11.7 µM]
59	C=CCN1c2ccccc2[C@]23C[C@@H](C(=O)OC)N(S(=O)(=O)c4ccc(C)cc4)C2=NC(C(=O)OC)=C(C(=O)OC)[C@H]13	-2.9%[11.5 µM]	-4.8	-15.0%[11.7 µM]
60	COC(=O)[C@@]1(Cc2ccc(F)cc2)[C@H]2c3cc(C(=O)N(C)C)n(CCc4ccc(O)c(O)c4)c3C[C@H]2CN1C(=O)c1ccccc1	?	0.6	5.4%

# High-throughput results deposited in PubChem by National Center for Advancing Translational Sciences (NCATS).
